Assay outcomes deposited in PubChem by several laboratories.
SR-BI DiI inh = inhibitors of mouse SR-BI mediated HDL lipid uptake; ldlA[mSR-BI] CHO cells, DiI-HDL uptake fluorescence, 3 h; inhibition, % at 12.5 µM; 0.96% of 320,000 active; AID 488896;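 active means mean replicate inhibition of at least 70% and a set share of replicates each scoring 70 or more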;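 further: 0% = median of neutral control wells and 100% = median of positive control wells; values of inactives mirror those of a sister screen read the other way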
Target sequence (Q61009 whole entry, looked up): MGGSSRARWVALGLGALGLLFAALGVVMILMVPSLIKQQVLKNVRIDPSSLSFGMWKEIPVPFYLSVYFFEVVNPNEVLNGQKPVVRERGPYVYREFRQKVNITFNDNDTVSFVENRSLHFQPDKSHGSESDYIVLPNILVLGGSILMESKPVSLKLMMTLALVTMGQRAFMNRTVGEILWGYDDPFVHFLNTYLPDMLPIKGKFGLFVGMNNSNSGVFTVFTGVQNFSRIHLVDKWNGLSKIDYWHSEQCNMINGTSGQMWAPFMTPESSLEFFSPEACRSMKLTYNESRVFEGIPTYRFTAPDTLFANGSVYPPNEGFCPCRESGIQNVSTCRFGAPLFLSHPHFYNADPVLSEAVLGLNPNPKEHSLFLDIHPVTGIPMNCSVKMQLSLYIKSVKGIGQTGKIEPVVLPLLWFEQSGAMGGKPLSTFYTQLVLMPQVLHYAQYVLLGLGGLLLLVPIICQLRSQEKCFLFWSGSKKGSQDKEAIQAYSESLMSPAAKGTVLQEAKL
SR-BI uptake up = enhances SR-BI lipid uptake from DiI-HDL; AID 504775; 0.096% of 320,000 active; activation, % at 12.5 µM; CHO ldlA[mSR-BI] cells, DiI-HDL uptake fluorescence, 3 h; 100 = double the neutral-control signal;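 active means mean replicate activation of at least 60% and every replicate at or above 60%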;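 further: 0% = median plate neutral-control signal and 100% = twice that signal; values of inactives mirror those of a sister screen read the other way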
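System: LDL receptor-deficient CHO ldlA cells overexpressing murine SR-BI | Timing: 3 h uptake period with compound, 37 °C | Medium: HEPES-buffered (25 mM, pH 7.4) F12 plus 0.5% BSA | Dosing: Single-point compound dose | Signal: Bottom-read fluorescence, 550/595 nm | Read-out: Retained DiI signal reflecting DiI-HDL uptake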
DAGLB inh = diacylglycerol lipase beta (human) inhibition. inhibition, % at 5.17 µM. 0.059% of 340,000 active. Q8NCG7. HEK293T DAGLB membrane lysate, EnzChek fluorogenic substrate; in the data active means inhibition above about 34%;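 further: 0% = enzyme with vehicle and 100% = wells lacking enzyme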
PvdQ acylase = P. aeruginosa PvdQ acylase inhibition | AID 488965 | inhibition, % at 10 µM | purified PvdQ acylase, fluorescence plate reader | 0.063% of 340,000 active; in the data active means inhibition above about 30%, passing the limit was not always enough;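 further: 0% = vehicle neutral wells and 100% = reference inhibitor wells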
Arr AP2 block = human beta-arrestin and AP2 interaction inhibition | FITC-arrestin peptide / GST-AP2 beads, flow cytometry; AP2 beta2 appendage carries R879A mutation | AID 504490 | inhibition, % at 10 µM | 0.31% of 340,000 active;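 active means inhibition above a set limit, near 3 SD of compounds lacking own fluorescence, cut at about 54% in these data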;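 further: plate controls were DMSO wells for no effect and 5 µM unlabelled arrestin peptide for full effect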
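System: GST-AP2 R879A glutathione beads. Medium: PBS with 0.05% Tween 20 and 0.1% BSA. Also added: FITC-arrestin peptide, 50 nM. Incubation: 12 min plus 1 h, RT. Measured by: high-throughput flow cytometry of beads, ex 488, em 535 nm. Evaluation: percent drop in bead-associated FITC signal.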
PKA-R2B activ = activates the human PKA-R2B holoenzyme complex. 0.079% of 340,000 active. activation, % at 11.4 µM. PKA-R2B holoenzyme dissociation, Cy5-IP20 fluorescence polarization; R2B truncated from residue 108, S112A mutant; 0% DMSO only, 100% 113 µM cGMP;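 active means activation above a cutoff set at the mean over all compounds plus 3 SD, cut at about 18% in these data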;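 further: higher means more holoenzyme dissociation and a rise in polarization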
Target sequence (P31323 whole entry, looked up, other chains not shown, the tested form may be a part): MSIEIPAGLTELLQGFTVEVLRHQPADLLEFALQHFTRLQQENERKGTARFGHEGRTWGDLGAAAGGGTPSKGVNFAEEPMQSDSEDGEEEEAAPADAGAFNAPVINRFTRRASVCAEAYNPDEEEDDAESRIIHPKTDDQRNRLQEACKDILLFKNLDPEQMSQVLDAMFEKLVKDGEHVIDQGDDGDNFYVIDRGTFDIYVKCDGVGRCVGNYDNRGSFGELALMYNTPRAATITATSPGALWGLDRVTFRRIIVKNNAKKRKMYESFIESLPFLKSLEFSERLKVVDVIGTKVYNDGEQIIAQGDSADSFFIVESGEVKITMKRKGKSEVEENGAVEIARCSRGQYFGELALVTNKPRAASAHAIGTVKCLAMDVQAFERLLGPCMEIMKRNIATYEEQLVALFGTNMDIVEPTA
RTF Ca sens inh = cardiac RTF calcium desensitization. P19429+P45379. IANBD-labeled cardiac RTF, Ca2+ fluorescence. inhibition, % at 7.15 µM. 0.12% of 340,000 active. AID 493244;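 active means inhibition above the mean inhibition of all tested compounds plus 3 SD, cut at about 17% in these data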;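 further: assay run at fixed EC70 calcium of 1.6 mM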
NSD2 inh = blocks human histone methyltransferase NSD2. O96028. NSD2 peptide methylation, AlphaScreen, 120 min. inhibition, % at 12.5 µM. 0.54% of 310,000 active; in the data active means inhibition above about 50%
Keap1-Nrf2 PPI = inhibitors of human Keap1-Nrf2 protein-protein interaction; Keap1 Kelch-Nrf2 peptide fluorescence polarization, 1536-well; inhibition, % at 9.4 µM; 0.15% of 340,000 active; AID 504523; in the data active means inhibition above about 12%;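 further: human Keap1 Kelch domain with fluorescein labeled Nrf2 9mer peptide probe; 0% = neutral control wells and 100% = peptide positive control; higher means more block of Keap1 binding to Nrf2 peptide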
C-LANA FP = KSHV C-LANA DNA binding inhibition. MBP-C-LANA/FAM-LBS DNA binding, fluorescence polarization. inhibition, % at 9 µM. 0.078% of 340,000 active;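 active means highest replicate inhibition at or above 60% at 9 µM, even if other replicates fall short; inactive means all replicates below 60% inhibition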;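 further: 0% = neutral control wells and 100% = 4 µM acridine orange control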
* = called active by the depositor; · = no result given.

Values run as follows: SR-BI DiI inh, SR-BI uptake up, DAGLB inh, PvdQ acylase, Arr AP2 block, PKA-R2B activ, RTF Ca sens inh, NSD2 inh, Keap1-Nrf2 PPI, C-LANA FP
1: Cc1ccc(S(=O)(=O)CCN2CCN(c3ccccc3)CC2)cc1
    -17, 17, -1, -14, 8, 0, -1, 3, -3, -0.3
2: COc1ccccc1C(=O)NCCSCc1c(F)cccc1Cl
    2, -2, -10, -2, 32, -4, 0, -5, 0, -1.9
3: O=C(COC(=O)Cn1cnc2ccccc2c1=O)Nc1ccc(Cl)cc1
    -48, 48, -1, -9, -1, 2, -16, -6, -6, -0.5
4: CCOC(=O)N1CCN(Cc2c(NC(=O)c3ccco3)sc(C)c2C)CC1
    17, -17, -2, -19, -12, -6, -9, -2, -3, 0.8
5: N#Cc1c(N)nc(Sc2ccc(Cl)cc2)c(C#N)c1-c1ccccc1Cl
    -8, 8, -8, 6, 34, -5, -5, -1, 2, -0.8
6: CCOC(=O)C1=C(CC)OC(N)=C(C#N)C1c1cccs1 (configuration not stated)
    -10, 10, -2, 6, 2, 3, -2, ·, -8, 1.7
7: CCOC(=O)c1cn(Cc2ccc(C)cc2)c2cc(F)ccc2c1=O
    -1, 1, -6, 6, 9, -9, -9, 10, -1, -2.0
8: CCOC(=O)C1C(=O)CC(C)(O)C(C(=O)OCC)C1c1ccc(F)cc1 (configuration not stated)
    -8, 8, -3, -9, -5, -1, -2, 2, -5, 2.1
9: O=C(Nc1nnc(S(=O)(=O)N2CCN(c3ccc(F)cc3)CC2)s1)c1ccco1
    -13, 13, 10, -7, 20, -4, -1, 4, 2, 1.8
10: Cc1ccc(S(=O)(=O)N2CCOCC2)cc1NC(=O)COC(=O)COc1ccccc1[N+](=O)[O-]
    -9, 9, 0, 8, 22, -10, -6, 0, 0, 1.8
11: Cc1ccc(-c2nc3ncccn3c2Nc2ccc3c(c2)OCO3)o1
    21, -21, 1, -1, 42, -6, -1, -3, 0, -1.6
12: CC(C)C(=O)Nc1ccc2oc(-c3cc(F)c(F)cc3Cl)nc2c1
    33, -33, -3, -13, 1, -3, -15, -2, 3, 0.4
13: Cc1ccc(CSc2ccc(S(=O)(=O)N3CCCCC3)cn2)cc1
    -2, 2, -4, 3, 25, -8, -4, 0, 1, -0.6
14: Cc1ccc(NC(=S)NC2CC3CCCC(C2)N3Cc2ccco2)cc1 (configuration not stated)
    18, -18, -2, -7, -6, -4, 1, 4, 4, 0.2
15: CCN(CC)S(=O)(=O)c1ccc(Cl)c(NC(=O)c2ccncc2)c1
    0, 0, 1, -9, 2, 8, -6, -3, -2, -1.3
16: CC(=O)C12CCCCC1CC1[C@@H]3CC(C)C4=CC(=O)CC[C@]4(C)C3CC[C@@]12C (some centres not stated)
    -7, 7, -1, 9, 16, -2, -7, 0, 0, 0.2
17: Cc1c(CN2CCN(CC(C)(C)C)C(CCO)C2)[nH]c2ccccc12 (configuration not stated)
    5, -5, -7, -10, 9, 9, -6, 4, 0, 0.3
18: CC1(c2ccc3c(c2)OCCO3)NC(=O)N(CC(=O)c2ccc[nH]2)C1=O (configuration not stated)
    -10, 10, 2, -18, 7, -2, -6, -4, -2, 0.8
19: O=C1N=C(N2CCCC2)S/C1=C\c1cccc(Br)c1
    14, -14, -1, -1, -2, -5, -1, 2, -5, -0.8
20: Cc1ccnc(NC(=O)CCNS(=O)(=O)c2ccc(C)c(C)c2)c1
    -6, 6, 1, -11, 0, 11, -3, -2, 1, -0.8
21: NC(=O)C1c2ccccc2CSc2ccccc21 (configuration not stated)
    20, -20, -2, 8, 0, 2, -2, 4, -2, 2.1
22: O=C(c1ccc2c(=O)n(C3CCCC3)c(=S)[nH]c2c1)N1CCc2ccccc21
    20, -20, 0, -1, 9, -8, 2, 0, -3, -0.3
23: CCCCN(Cc1ccco1)C(=O)c1cc2c(=O)[nH]c3ccc(C)cc3c2s1
    32, -32, 3, -14, -8, 8, -1, ·, -4, 2.0
24: CCC(CC)c1nnc(NC(=O)C2COc3ccccc3O2)s1 (configuration not stated)
    -2, 2, -4, -11, -6, -4, -2, -1, -2, -0.7
25: CC(=O)Nc1ccc(S(=O)(=O)N=S(C)(C)=O)cc1
    -27, 27, 2, 2, 7, -8, 3, 9, -5, -1.2
26: COC(=O)c1cc(NC(=O)C2COc3ccccc3O2)cc(C(=O)OC)c1 (configuration not stated)
    36, -36, -7, 6, 14, 0, -1, -1, -8, -1.2
27: COc1cccc(C(=O)Nc2ccc3nc(N4CCOCC4)cc(C)c3c2)c1
    79*, -79, -4, 8, 30, 2, -5, ·, -3, -0.3
28: Cn1c(-c2sc3cc(C(F)(F)F)cnc3c2-c2cccnc2)n[nH]c1=S
    37, -37, -2, -8, -3, 0, 3, 0, 0, 0.9
29: COc1ccc(N/N=C2/CCCCC2=O)cc1
    0, 0, 2, 26, 11, -1, -8, -2, 3, -0.2
30: NCC(c1ccccc1)c1c[nH]c2ccccc12 (configuration not stated)
    -10, 10, 4, -1, 1, -3, -3, 2, -1, 1.4
31: Cc1noc(-c2ccccc2)c1NC(=O)Nc1ccccc1
    -4, 4, -2, -4, 39, 11, -1, -6, -1, 0.9
32: Cc1ccc(C)n1-c1ccc(NC(=O)c2ccccc2)cc1
    14, -14, 2, -11, 9, -7, -9, 0, 0, -0.4
33: O=C(CSc1n[nH]c(=O)n1Cc1ccccc1)Nc1ccc(N2CCOCC2)cc1
    -8, 8, 2, -5, 0, 6, -8, 4, 1, -2.4
34: CC1CN(CCCSc2ccc(Cl)cc2)CC(C)O1 (configuration not stated)
    3, -3, -7, -15, -3, -12, -23, 3, -3, -0.2
35: COC(=O)c1ccccc1NC(=O)CN1CCc2ccccc2C1
    9, -9, -5, -3, -2, 4, -1, -4, 1, -0.9
36: CC(C)(C)OC(=O)N1CCC(NC(=O)c2nc[nH]c2C(=O)N2CCc3ccccc3C2)CC1
    -1, 1, 1, -16, 3, -1, 1, ·, -3, -0.3
37: CCNC(=O)c1c(NC(=O)C2COc3ccccc3O2)sc2c1CCCC2 (configuration not stated)
    28, -28, -8, -2, -6, 3, -1, -1, 0, 1.0
38: O=C(COC(=O)CCC(=O)c1cccs1)Nc1cccc(F)c1
    -3, 3, -1, -9, 1, -1, -5, -1, -4, -1.2
39: CCOC(=O)Cc1csc(NS(=O)(=O)c2ccc(F)cc2)n1
    1, -1, -1, -1, -5, -4, -3, 1, -1, 2.6
40: CC(=O)Nc1ccccc1Sc1ccc2c3c(cccc13)C(=O)N(c1ccc(C)cc1)C2=O
    -10, 10, -1, -24, 6, -9, 0, 0, -2, -0.4

Random excerpt: 3 entries already listed
Values run as follows: SR-BI DiI inh, SR-BI uptake up, DAGLB inh, PvdQ acylase, Arr AP2 block, PKA-R2B activ, RTF Ca sens inh, NSD2 inh, Keap1-Nrf2 PPI, C-LANA FP
33: O=C(CSc1n[nH]c(=O)n1Cc1ccccc1)Nc1ccc(N2CCOCC2)cc1
    -8, 8, 2, -5, 0, 6, -8, 4, 1, -2.4
37: CCNC(=O)c1c(NC(=O)C2COc3ccccc3O2)sc2c1CCCC2 (configuration not stated)
    28, -28, -8, -2, -6, 3, -1, -1, 0, 1.0
32: Cc1ccc(C)n1-c1ccc(NC(=O)c2ccccc2)cc1
    14, -14, 2, -11, 9, -7, -9, 0, 0, -0.4

Later entries
Values run as follows: SR-BI DiI inh, SR-BI uptake up, DAGLB inh, PvdQ acylase, Arr AP2 block, PKA-R2B activ, RTF Ca sens inh, NSD2 inh, Keap1-Nrf2 PPI, C-LANA FP
41: C=CCN1C(=O)c2ccccc2NC1c1ccc(Br)s1 (configuration not stated)
    ·, ·, 1, -12, -5, -3, -9, -11, 2, -0.6
42: O=C1CC(c2ccc3c(c2)OCCO3)Oc2ccc([N+](=O)[O-])cc21 (configuration not stated)
    17, -17, 6, -6, 6, -4, -6, ·, -6, -2.0
43: CCCC(=O)NC(C)c1nc2ccccc2[nH]1 (configuration not stated)
    -16, 16, 0, -16, -9, -6, -4, ·, -3, 0.1
44: Cc1ccc([N+](=O)[O-])c(OCCCN2CCC(Cc3ccccc3)CC2)c1
    11, -11, 0, -26, 9, 8, 1, 10, -8, -0.8
45: CCc1cccc(NC(=O)CCCN2C(=O)C(c3ccccc3)Oc3cccnc32)c1 (configuration not stated)
    16, -16, -10, -7, -5, -4, 6, -5, -2, 1.3
46: [O-][n+]1ccc(OCc2ccccc2)cc1
    -10, 10, 1, -7, 8, 8, -1, 24, -3, -0.2
47: CC(C)c1ccc(NC2CCCN(C(=O)CCN3Cc4ccccc4C3=O)C2)cc1 (configuration not stated)
    -12, 12, -3, 6, 32, 10, -3, 8, -2, 0.3
48: Cc1cc(NC(=O)CSc2nc(C(C)C)nc3sc4c(c23)CCC(C)C4)no1 (configuration not stated)
    -10, 10, -1, 5, 38, 15, -4, 11, 0, 1.2
49: CCOC(=O)c1c(NC(=S)Nc2ccccc2)sc2c1CC(C)(C)SC2
    95*, -95, 0, -5, 4, -7, -3, 0, -8, 1.9
50: CCN1C(=O)/C(=C2\SC(=S)N(NC(=O)c3cccnc3)C2=O)c2ccccc21
    -1, 1, 1, -6, -5, 8, -10, -3, 2, -0.3
51: O=C(O)c1cc(NN=Nc2cccc(S(=O)(=O)O)c2)cc([N+](=O)[O-])c1
    -7, 7, -5, -19, 6, 3, -6, 1, -2, 5.8
52: Cc1cc2nc3c(=O)n(Cc4ccccc4)c(=O)[nH]c3nc2cc1N
    -23, 23, ·, -1, 13, ·, ·, 7, 5, 11
53: Nc1nnc(Cc2ccccc2)s1
    -2, 2, -2, -12, -4, 6, -7, ·, 0, 0.3
54: O=C(Cc1cccc(C(F)(F)F)c1)Nc1cc(S(=O)(=O)N2CCOCC2)ccc1N1CCCC1
    -20, 20, -3, -15, -5, -11, -7, -1, 0, 0.5
55: CCC(CC)C(=O)Nc1cccc(C(=O)c2ccccc2)c1
    11, -11, -2, 7, 10, -12, -6, 18, -3, 0.1

This is a random part of the collection; overall some 2.1% were active at least once.
